Bioassay records from PubChem.
EPAC1 ag – agonists of human EPAC1. EPAC1 agonist qHTS, biochemical assay; response scale: 100% = response to 6.5 mM cAMP. 360,000 compounds, 0.073% hits. AID 720707. O95398. Potency, µM (doses to about 154 µM), without a hit: top-dose activation, most hits filed as activators; note: nearly all actives have a fitted effect of over 60% in size
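Nucleotide exchange assay: 100 nM EPAC1 with 250 nM Rap1B loaded with BODIPY-GDP and 50 uM GDP, room temperature. Fluorescence (480/540 nm) read every 5 min for 30 min; signal change normalized to 6.5 mM cAMP as full agonist.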
EPAC2 antag – blocks human EPAC2 exchange factor; 360,000 compounds, 0.18% hits; AID 720708; EPAC2 GEF exchange of Rap1B-BODIPY-GDP, fluorescence; Potency, µM (highest dose often 114 µM), for the others: at the top dose activity, negative = inhibition, hits mostly inhibitors; note: % is set by controls: 0 for no effect and ±100 for the full control effect; nearly all actives have a fitted effect of over 45% in size; many of its hits are not listed in these tables
TDP-43 yeast inh – rescues yeast growth from TDP-43 toxicity. TDP-43 expressing yeast growth rescue, BacTiter-Glo, 24 h. 410,000 compounds, 1.8% hits. Potency, µM (series often up to 46.1 µM), inactives show at the top dose growth rescue (activation), actives largely listed as activators. AID 652104; note: % of control where 0% means no effect; nearly all actives have a fitted effect of over 50% in size
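Cell-based yeast growth screen: TDP-43 expression induced in galactose, inoculum OD600=0.02 after raffinose pregrowth to mid-log. Read-out BacTiter-Glo luminescence at 24 hr, 30 deg C; inhibition of toxicity seen as signal increase.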
EPAC1 antagonist – EPAC1 (human) antagonism; Potency, µM (top dose mostly 115 µM), for the others: at the top dose activity change, negative = inhibition, most hits filed as inhibitors; 360,000 compounds, 0.14% hits; EPAC1 GEF assay, Rap1b-BODIPY-GDP exchange fluorescence;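 note: plate controls were vehicle for no effect and positive control for full effect; nearly all actives have a fitted effect of over 50% in size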
EPAC2 ag – agonists of human EPAC2 (RAPGEF4) | Q8WZA2 | EPAC2 activation, biochemical qHTS; response scale: 100% = 6.5 mM cAMP response | Potency, µM (titrated, usually from 154 µM), for inactives: at the highest dose activation, hits mostly activators | 360,000 compounds, 0.079% hits | AID 720711; note: nearly all actives have a fitted effect of over 50% in size
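In this primary screen, activation is scored as increased exchange of BODIPY-GDP from Rap1B by 100 nM EPAC2, with 50 uM GDP as competitor. Signal is normalized to the 6.5 mM cAMP agonist control.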
aSyn rescue – inhibitors of alpha-synuclein toxicity in yeast. Yeast expressing alpha-synuclein, growth rescue, BacTiter-Glo, 24 h. Potency, µM (titrated, usually from 46.1 µM), for the others: top-dose growth rescue (activation), hits mostly activators. 370,000 compounds, 0.14% hits; note: % of control where 0% means no effect; nearly all actives have a fitted effect of over 65% in size
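Readout is rescue of growth in alpha-synuclein-expressing yeast, so inhibitors of toxicity appear as activators. Growth after 24 hr at 30 deg C in galactose medium is quantified by luminescence.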
FUS yeast rescue – rescues growth of FUS-expressing yeast; S. cerevisiae FUS-expressing, growth rescue, OD600, 24 h; AID 1347120; 390,000 compounds, 0.24% hits; Potency, µM (doses to about 76.6 µM), inactives show at the highest dose growth rescue (activation), actives largely listed as activators;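 note: plate controls were DMSO vehicle for no effect and reference control for full effect; nearly all actives have a fitted effect of over 55% in size; some results filed as inactive show a strong effect at the top dose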
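Read-out: OD at 600 nm after 24hr at 30C, reporting rescue of FUS-induced yeast toxicity. Cells at OD 0.005 in galactose (2%) minimal medium; compounds tested in a dilution series; CP55940 titration from 92uM final as control.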
PTHR1 agonist – agonists of human PTHR1 parathyroid hormone receptor; Q03431; HEK293 GP2 PTHR1 cells, GloSensor cAMP luminescence, 1 h; Potency, µM (doses to about 115 µM), inactives show at the top dose activation, hits mostly activators; 410,000 compounds, 0.075% hits; AID 743266; note: nearly all actives have a fitted effect of over 55% in size; some results filed as inactive show a strong effect at the top dose; inactives centre near -15; many of its hits are not listed in these tables
Target sequence (Q03431 whole entry, looked up): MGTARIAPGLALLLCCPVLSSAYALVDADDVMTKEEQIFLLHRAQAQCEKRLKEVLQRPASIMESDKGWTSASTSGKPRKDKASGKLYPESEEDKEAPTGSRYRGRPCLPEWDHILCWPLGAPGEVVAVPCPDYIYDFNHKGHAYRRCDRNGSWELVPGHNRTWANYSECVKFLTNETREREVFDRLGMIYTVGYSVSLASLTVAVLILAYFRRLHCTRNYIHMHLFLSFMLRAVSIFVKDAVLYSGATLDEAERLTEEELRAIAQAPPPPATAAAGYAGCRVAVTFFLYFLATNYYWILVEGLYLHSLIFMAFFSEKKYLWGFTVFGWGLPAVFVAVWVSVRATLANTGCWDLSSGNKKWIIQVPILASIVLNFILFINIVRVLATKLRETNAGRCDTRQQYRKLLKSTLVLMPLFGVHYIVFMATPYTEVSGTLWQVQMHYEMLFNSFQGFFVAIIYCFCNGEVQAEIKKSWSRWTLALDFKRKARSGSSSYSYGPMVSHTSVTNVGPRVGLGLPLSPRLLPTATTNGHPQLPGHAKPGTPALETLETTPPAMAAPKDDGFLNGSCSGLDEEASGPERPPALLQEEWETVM
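HEK-293-derived GP2 cells expressing PTHR1 and a GloSensor cAMP reporter, 3,000/well, plated overnight, given luciferin plus IBMX (each 0.5 mM as added) for 1 h at 37 °C, then compound for 1 h at 37 °C. Luminescence was read after 15 min at room temperature.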
Active calls of the source: *; i = inactive; ? = inconclusive; . = no result given; [ ] = another dose, or the depositor's remark. Calls come from the whole dose curve; as a rule, active = well fitted curve in the direction sought with a large enough effect; inconclusive = small, poorly fitted or top-dose-only effect, or another doubt; inactive = no such curve, though single readings can be large; an effect the other way counts as inactive or inconclusive. Potency is the fitted concentration of half-maximal effect. Some of the compounds tested; count on the stated rates, not on these rows.

SMILES	EPAC1 ag	EPAC2 antag	TDP-43 yeast inh	EPAC1 antagonist	EPAC2 ag	aSyn rescue	FUS yeast rescue	PTHR1 agonist
Cc1cccc(/C=C2/SC(=O)N(Cc3ccccc3Cl)C2=O)n1	-1%	2%	-13%	1%	5%	14%	-21%	-5%[57.5 µM]
CCOCCCNC(=O)Cn1cc2c(n1)CCCC2	6%	-6%	0%	-10%	13%	6%	-24%	-10%
O=C(O)CCC(C(=O)O)n1c(O)c(C2=c3ccccc3=NC2=O)sc1=S (centres undefined)	-7%	2%	7%	5%	-5%	4%	19%	i
COc1ccc(OC)c(C2NC(=O)NC(C)=C2C(=O)OC2CCCCC2)c1 (centres undefined)	-2%	-4%	-8%	-2%	-1%	4%	14%	-8%
O=C(C1CCN(S(=O)(=O)c2ccc(Br)s2)CC1)N1CCc2ccccc21	-12%	-3%	-11%	-10%	25%	13%	-2%	-19%[57.5 µM]
CCC1CCc2c(sc(NC(=O)c3ccco3)c2C(N)=O)C1 (centres undefined)	11%	-5%	13µM*	7%	-5%	-9%	46%	-30%
O=S1OC(c2ccccc2)c2cc(Cl)ccc21 (centres undefined)	-16%	8%	13µM*	5%	5%	-16%	-34%	i
C=CCn1c(SCC2CCCCO2)nc2sc(CC)cc2c1=O (centres undefined)	-2%	-22%	-26%	-9%	5%	7%	-8%	?
CN(C)/C=C(/C(=O)c1ccccc1)n1cncn1	4%	9%	17%[9.22 µM]	-2%	1%	2%	-3%	i
CC1=C(C(=O)OCC2CCCO2)C(c2ccc(F)cc2)NC(=O)N1 (centres undefined)	14%	2%	-13%	20%	6%	-1%	6%	i
O=C(NCC(=O)N1CCCCCCC1)c1ccccc1Cl	4%	-13%	3%	0%	5%	-4%	-10%	-9%
CCCCC(=O)NC1(C(F)(F)F)C(=O)Nc2c1c(=O)[nH]c(=O)n2Cc1ccco1 (centres undefined)	5%	-6%	15%	1%	6%	1%	26%	-5%[57.5 µM]
O=C(NCc1cccs1)C1CCN(c2ccc(S(=O)(=O)N3CCOCC3)cc2Cl)CC1	-13%	5%	-33%[inhibitor]	-1%	1%	8%	.	-1%
CCn1cc(CCC(=O)NC2CCCC2)c2ccccc21	14%	3%	0%	5%	-3%	2%	11%	i
C=CCn1c(=O)c2ccccc2n2c(SCC(N)=O)nnc12	12%	0%	11%	-12%	11%	-9%	-15%	i
Cc1cc(C)n(C(=O)Cn2nc([N+](=O)[O-])c(Br)c2C)n1	-7%	-3%	2%	-11%	-4%	-2%	13%	-1%
C=CCn1c(SCC(=O)NCC2CCCO2)nc2scc(-c3ccccc3)c2c1=O (centres undefined)	9%	1%	9%	-19%	-3%	0%	11%	-19%
O=C1NC(=S)SC1=Cc1ccc(Cl)cc1	-8%	50µM*	0%	?	0%	-18%	22%	-21%
CC1Cc2ccccc2N1C(=O)c1ccnc(C(C)(C)C)c1 (centres undefined)	-1%	1%	-7%	4%	-2%	-1%	?	-27%
CSc1ccc(CN2CCC(n3nccc3NC(=O)CCCc3ccccc3)CC2)cc1	-6%	-10%	-18%	-10%	13%	-3%	-6%	?
O=C(NCCN1CCCC1)c1ccc(Cl)cc1	2%	-13%[57.1 µM]	-8%	3%	-2%	1%	40%	i
C=CCNc1oc(-c2ccc(OC)cc2)nc1C#N	-14%	6%	-4%	9%	-3%	0%	11%	i
CC1(C)CC(=O)c2sc(NS(=O)(=O)c3cc(Cl)ccc3Cl)nc2C1	1%	?	-2%	-13%	-11%	1%	-6%	-37%[inhibitor]
CS/C(=N/S(=O)(=O)c1ccc(C)cc1)c1ccccc1	2%	-12%	20%	?	2%	12%	6%	-34%[inhibitor]
CC(C)(C)c1c(Cl)c(O)c(-c2ccccc2)c(=O)n1-c1ccccc1	-4%	-6%	-21%	79µM*	0%	-2%	26%	-45%[inhibitor]

The last four entries of the part before are carried over, then new ones follow.
SMILES	EPAC1 ag	EPAC2 antag	TDP-43 yeast inh	EPAC1 antagonist	EPAC2 ag	aSyn rescue	FUS yeast rescue	PTHR1 agonist
C=CCNc1oc(-c2ccc(OC)cc2)nc1C#N	-14%	6%	-4%	9%	-3%	0%	11%	i
CC1(C)CC(=O)c2sc(NS(=O)(=O)c3cc(Cl)ccc3Cl)nc2C1	1%	?	-2%	-13%	-11%	1%	-6%	-37%[inhibitor]
CS/C(=N/S(=O)(=O)c1ccc(C)cc1)c1ccccc1	2%	-12%	20%	?	2%	12%	6%	-34%[inhibitor]
CC(C)(C)c1c(Cl)c(O)c(-c2ccccc2)c(=O)n1-c1ccccc1	-4%	-6%	-21%	79µM*	0%	-2%	26%	-45%[inhibitor]
C/C(=N\OCC(=O)OCC(=O)NCc1ccccc1)c1ccc2c(c1)OCO2	-44%[inhibitor]	15%	-18%	0%	-2%	1%	17%	-15%
COC(=O)C1=C2SC(C)C(=O)N2C(N)=C(C#N)C1c1ccc(OC)c(OC)c1 (centres undefined)	4%	-16%	19%	-2%	0%[15.6 µM]	8%	34%	i
CCc1ccc(NC(=O)CSc2nc3ccccc3nc2N2CCCC2)cc1	-2%	1%	?	-7%	19%	7%	13%	0%
O=c1[nH]cnc2ccccc12	-16%	6%	-1%	1%	6%	1%	-14%	-23%
CCc1ccc(Nc2ccc3nonc3c2[N+](=O)[O-])cc1	-5%	1%	0%	-28%	9%	-6%	29%	-19%
Cc1ccc(N(Cc2ccccc2)C(=O)Cc2ccc(S(=O)(=O)N3CCOCC3)s2)cc1	-3%	-7%	-11%	-13%	-2%	6%	32%	-8%
CCOc1ccccc1N1CCN(C(=O)C2c3ccccc3Oc3ccccc32)CC1	7%	-22%[57.1 µM]	21%	-1%	-20%	9%	22%	-19%[57.5 µM]
COc1ccc(NC(=O)c2cc(S(=O)(=O)N3CCc4ccccc43)cn2C)cc1OC	12%	-5%	20%	-4%	?	-1%	-8%	i
Cc1ccc(C(=O)Nc2cccnc2Oc2ccc(Cl)cc2)cc1	19%	-1%	-3%	14%	7%	3%	34%	i
COc1cc(OC)cc(C(=O)N2CCN(C(=O)c3cccs3)CC2)c1	7%	-17%	14%	1%	3%	7%	-2%	i
CN(Cc1ccccn1)C(=O)CC1C(=O)NCCN1Cc1cccc(Oc2ccccc2)c1 (centres undefined)	-5%	-12%	-5%[0.397 µM]	-1%	3%	-4%	14%	?
COc1ccc(S(=O)(=O)N2CCOCC2)cc1NC(=O)COC(=O)c1[nH]c(C)c(C(C)=O)c1C	2%	-1%	-16%	-18%	12%	-9%	?	-7%
Cc1c(S(=O)(=O)N2CCN(c3ccc(F)cc3)CC2)c(=O)n(C)c(=O)n1C	5%	-16%	0%	-2%	5%	-3%	.	-3%
COc1cccc(OC)c1OCCN1CCC(C(=O)NC(c2ccccc2)c2ncccc2C)CC1 (centres undefined)	3%	6%	19%	-1%	3%	1%	0%	-23%
CC1(C)CC(=O)C2=C(C1)OC(N)=C(C#N)C21CCC2(CC1)OCCO2	5%	4%	-2%	10%	7%	3%	-3%	-2%[57.5 µM]
CCc1ccc(C(=O)NCC2(c3ccccc3)CCOCC2)o1	-8%	4%	-7%	-17%	3%	-1%	12%	i
CC(=O)Nc1ccc(N2CCOCC2)c(S(=O)(=O)Nc2ccccc2Cl)c1	14%	-12%	5%	-8%	4%	3%	-23%	i
CCC(=O)Nc1ccc(C(=O)OCc2ccc(Cl)c(Cl)c2)cc1	1%	-6%	8%	-17%	-2%	-10%	.	-5%
CCOC(=O)C1CCN(C(=O)CN(C)S(=O)(=O)c2ccc3c(c2)c(=O)n(C)c(=O)n3C)CC1	1%	-1%	-3%	-4%	-1%	4%	-23%	i
COCCN(C(=O)CSc1nc(-c2ccccc2)cn1N)c1c(N)n(Cc2ccccc2)c(=O)[nH]c1=O	9%	8%	-2%	2%	-7%	-1%	17%	i
COc1cc(C=C2C(=O)c3ccccc3C2=O)cc(OC)c1OC	19%	13%	?	4%	2%	2%	1%	-2%
O=C1CC(N2CCN(C(c3ccccc3)c3ccccc3)CC2)C(=O)N1Cc1ccc(N2CCCC2=O)cc1 (centres undefined)	-5%	-5%	1%	-1%	4%	.	-21%	-11%
CC1CCN(S(=O)(=O)c2ccc(C(=O)Nc3ccccn3)cc2)CC1	13%	1%	-3%	-8%	1%	0%	-2%	-21%

3 compounds drawn at random from the list so far, as already listed:
SMILES	EPAC1 ag	EPAC2 antag	TDP-43 yeast inh	EPAC1 antagonist	EPAC2 ag	aSyn rescue	FUS yeast rescue	PTHR1 agonist
CCc1ccc(Nc2ccc3nonc3c2[N+](=O)[O-])cc1	-5%	1%	0%	-28%	9%	-6%	29%	-19%
COc1ccc(NC(=O)c2cc(S(=O)(=O)N3CCc4ccccc43)cn2C)cc1OC	12%	-5%	20%	-4%	?	-1%	-8%	i
COc1cc(OC)cc(C(=O)N2CCN(C(=O)c3cccs3)CC2)c1	7%	-17%	14%	1%	3%	7%	-2%	i
